# SNCA expr inh = Primary qHTS assay for inhibitors of alpha-synuclein gene (SNCA) expression; AID 1671194, 2021; HEK-293 SNCA-luciferase knock-in, luminescence, 24 h; Potency, µM (titrated, usually from 57.2 µM), for the others: top-dose activity change, negative = inhibition, most hits filed as inhibitors; actives 0.17% (n = 140,000);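 note: potency is the fitted concentration of half-maximal effect; plate controls were DMSO cells for no effect and cell-free wells for full effect; nearly all actives have a fitted effect of over 45% in size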
# NIH3T3 tox = Cytotoxic Profiling in NIH 3T3 Cell Line of Diverse Libraries Using Quantitative High-Throughput Screening | Potency, µM (titrated, usually from 96.7 µM), without a hit: at the highest dose activity change, negative = cytotoxicity, usual class: inhibitors | NIH 3T3 viability, CellTiter-Glo ATP luminescence, 48-72 h | actives 4.3% (n = 94,000); note: potency is the fitted concentration of half-maximal effect; nearly all actives have a fitted effect of over 55% in size
#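 NIH 3T3 cells at 400 cells/well received 23 nL of compound by pintool and were incubated 48 or 72 h at 37 °C. Viability was read as ATP-coupled CellTiter-Glo luminescence.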
# Luciferase inh = Firefly luciferase inhibition profiling of diverse chemical library using quantitative high-throughput screening; purified P. pyralis luciferase, luminescence, biochemical; Potency, µM (highest dose often 115 µM), for the others: at the top dose activity change, negative = inhibition, actives largely listed as inhibitors; actives 2.5% (n = 76,000); AID 1347043, 2019; note: potency is the fitted concentration of half-maximal effect; nearly all actives have a fitted effect of over 65% in size
#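 Purified 10nM P. pyralis luciferase with 10uM D-luciferin and 10uM ATP in 50mM Tris acetate pH 7.5, 10mM Mg acetate, 0.01% Tween-20, 0.05% BSA. qHTS titration; luminescence read by CCD imager.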
# GPT2 inhibitor = Primary qHTS assay for inhibitors of Glutamate pyruvate transaminase 2 (GPT2); Alanine aminotransferase 2 (Homo sapiens), Q8TD30; Recombinant GPT2, coupled pyruvate oxidase/HRP Amplex Red fluorescence; Potency, µM (top dose mostly 57.7 µM), for inactives: at the highest dose activity change, negative = inhibition, most hits filed as inhibitors; actives 0.25% (n = 100,000); AID 1671188, 2021; note: potency is the fitted concentration of half-maximal effect; nearly all actives have a fitted effect of over 60% in size; many of its hits are not listed in these tables
# Target sequence (Q8TD30 whole entry, looked up): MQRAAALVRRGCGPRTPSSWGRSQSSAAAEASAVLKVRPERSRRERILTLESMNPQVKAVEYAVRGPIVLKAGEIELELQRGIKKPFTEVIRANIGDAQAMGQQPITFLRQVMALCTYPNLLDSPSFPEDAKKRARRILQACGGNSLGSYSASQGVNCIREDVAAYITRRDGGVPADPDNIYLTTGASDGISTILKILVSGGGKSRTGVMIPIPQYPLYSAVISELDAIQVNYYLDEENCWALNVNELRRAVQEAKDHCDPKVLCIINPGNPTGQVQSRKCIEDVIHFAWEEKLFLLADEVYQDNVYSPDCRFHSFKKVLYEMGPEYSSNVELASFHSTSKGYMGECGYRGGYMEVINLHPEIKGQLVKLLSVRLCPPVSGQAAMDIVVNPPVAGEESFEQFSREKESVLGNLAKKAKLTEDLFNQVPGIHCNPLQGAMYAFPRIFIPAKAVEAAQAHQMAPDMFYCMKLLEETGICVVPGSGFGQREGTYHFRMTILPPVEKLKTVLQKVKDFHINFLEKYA
#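 Inhibition is scored from Amplex Red fluorescence generated when pyruvate oxidase and HRP act on pyruvate released by GPT2. Reactions contain 10ng/uL enzyme, 250uM a-KG and 2mM L-alanine and run 30 min at room temperature.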
# HEK cytotox = Cytotoxic Profiling in HEK 293 Cell Line of Diverse Libraries Using Quantitative High-Throughput Screening | AID 1345083, 2018 | HEK 293 viability, ATP luminescence (CellTiter-Glo), 48-72 h | actives 6.6% (n = 94,000) | Potency, µM (titrated, usually from 115 µM), inactives show top-dose activity change, negative = cytotoxicity, actives largely listed as inhibitors; note: potency is the fitted concentration of half-maximal effect; nearly all actives have a fitted effect of over 60% in size
#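 Read-out: CellTiter-Glo ATP luminescence. Cells: HEK 293, 250 cells/well. Exposure: 48 or 72 hr, 37 degree Celsius.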
# SNCA viab count = GF-AFC viability counterscreen for inhibitors of alpha-synuclein gene (SNCA) expression; actives 0.12% (n = 150,000); Potency, µM (top dose mostly 57.1 µM), for the others: at the top dose activity change, negative = cytotoxicity, most hits filed as cytotoxic; AID 1671193, 2021; HEK-293-SNCA-luc viability, GF-AFC fluorescence, 24 h;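 note: potency is the fitted concentration of half-maximal effect; 0% = DMSO-treated cells and -100% = medium-only wells without cells; nearly all actives have a fitted effect of over 30% in size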
#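 HEK-293-SNCA-luc cells (1500/well) plated 24 h, then exposed 24 h to a dilution series; GF-AFC added 30 min at 37C, fluorescence 405/540 nm; normalised to medium-only and DMSO wells, Hill fit.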
# IP6K1 inhibitor = Primary qHTS assay for small molecule inhibitors of Inositol hexaphosphate kinase 1 (IP6K1). actives 0.81% (n = 140,000). AID 1645851, 2021. IP6K1 kinase, ADP-Glo luminescence, 2 h; active compounds read low. activity change, % (series mostly up to about 58 µM); in the data active = activity change below about -25%
# Target sequence (Q92551 whole entry, looked up): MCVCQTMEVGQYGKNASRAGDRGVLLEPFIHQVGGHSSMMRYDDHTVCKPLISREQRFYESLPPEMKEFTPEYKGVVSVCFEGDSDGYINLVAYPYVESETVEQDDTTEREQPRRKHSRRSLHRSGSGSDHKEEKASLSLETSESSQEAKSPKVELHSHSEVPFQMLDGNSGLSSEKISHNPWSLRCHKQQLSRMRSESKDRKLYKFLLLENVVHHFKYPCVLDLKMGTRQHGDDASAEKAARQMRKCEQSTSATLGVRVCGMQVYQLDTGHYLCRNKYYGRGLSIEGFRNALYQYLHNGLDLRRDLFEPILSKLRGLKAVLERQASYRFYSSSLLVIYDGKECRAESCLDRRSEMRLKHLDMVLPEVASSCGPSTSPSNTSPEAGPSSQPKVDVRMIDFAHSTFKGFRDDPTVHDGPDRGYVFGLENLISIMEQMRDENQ
#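 ADP-Glo luminescence measures ADP made by human IP6K1 during a 2 h RT reaction with ATP/IP6 (mix at 1.3 mM/130 uM); top library doses 57.5 and 19.1 uM final.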
# The depositor's hits bear a star; i = inactive; ? = inconclusive; . = no result given; [ ] = another dose, or the depositor's remark. Unless noted, calls come from the whole dose curve; as a rule, active = well fitted curve in the direction sought with a large enough effect; inconclusive = small, poorly fitted or top-dose-only effect, or another doubt; inactive = no such curve, though single readings can be large; an effect the other way counts as inactive or inconclusive. Unless noted, % is set by controls: 0 for no effect and ±100 for the full control effect.
no.	Molecule	SNCA expr inh	NIH3T3 tox	Luciferase inh	GPT2 inhibitor	HEK cytotox	SNCA viab count	IP6K1 inhibitor
1	COc1ccc(NC(=O)O[C@@H]2CO[C@H]3[C@@H]2OC[C@@H]3NC(=S)NC2CCCCC2)cc1	1%	-14%	-14%	4%	-20%	-7%	24
2	Cc1ccc(Cn2c(=O)c3cccnc3n(Cc3ccc(C)cc3)c2=O)cc1	-21%	.	.	.	.	-8%	21
3	Cc1nn(C)c(C)c1CN(Cc1ccc2c(C)cc(=O)oc2c1)C1CC1	2%	?	2%	2%	?	-3%	20
4	CCOc1ccc(CC(=O)N2CCC(Cc3nc(-c4ccc(F)cc4)no3)CC2)cc1	?	?	11%	4%	?	-11%	-2
5	Cc1ccc(S(=O)(=O)N2CCC(CCC(=O)NCc3cccc(C)c3)CC2)cc1	-15%	?	2%	4%	?	-5%	21
6	COc1ccc(C)cc1NS(=O)(=O)c1ccc2[nH]c(=O)c(=O)[nH]c2c1	16%	.	.	.	.	3%	-9
7	CCOc1ccc(NC(=O)Cn2cc(C(=O)c3ccc(C)c(C)c3)c(=O)c3cc(F)ccc32)cc1	?	.	.	.	.	-1%	-3
8	CCCN1C(=O)CCc2cc(NC(=O)CCOC)ccc21	12%	i	4%	i	2%	1%	-1
9	Cc1ccccc1Cn1cc(C(=O)N2CCN(C3CCCCC3)C(=O)C2)nn1	21%	-23%	-9%	?	?	0%	3
10	Cc1c(Cl)cccc1-n1ncc(C(=O)N2CCC(C)CC2)c1C1CCN(C(=O)OC(C)(C)C)CC1	21%	.	.	.	.	3%	-7
11	CCn1ncc(CN2CCCC(c3nc(C(C)C)no3)CCNC(=O)CC2)c1C (configuration not stated)	-8%	-16%	-2%	2%	-6%	0%	7
12	O=c1[nH]c2ccccc2c2ccccc12	10%	.	.	-3%	.	7%	.
13	COc1nccnc1NC1CCN(C(=O)c2ccccc2C)CC1	-17%	3%	6%	-11%	11%	-6%	-4
14	Cc1noc(C)c1[S+](=O)([O-])N1CCc2nc(-c3ccccc3)nc(-c3ccc(Cl)cc3)c2C1	14%	i	.	-1%	-6%	-4%	-13
15	CCN(Cc1ccncc1)C(=O)CC1C(=O)NCCN1CCc1ccccc1 (configuration not stated)	-9%	-12%	7%	-13%	?	-10%	2
16	COc1ccc(NC(=O)c2sc3nc(C)c(C(=O)Nc4ccc(C)cc4C)c(-c4ccc(Cl)cc4)c3c2N)cc1	-15%	.	.	.	.	11%	10
17	c1ccc(CCCNc2ncncc2-c2nc(-c3ccccc3)no2)cc1	-17%	-10%	-2%	i	i	11%	-11
18	O=C(Nc1cccc(-c2nnc3n2CCCC3)c1)c1ccccc1Cl	?	0%	-11%	0%	6%	0%	-1
19	NC(=O)c1cccc(-c2n[nH]c3c2CC(=O)N(Cc2ccccc2F)C3)c1	-6%[87.6 µM]	?	-1%[172 µM]	-13%[88.5 µM]	-22%[172 µM]	-1%[87.6 µM]	8
20	O=C(Cc1ccc(N(Cc2ccccc2)C(=O)c2ccco2)cc1)Nc1ccccc1	-2%	?	?	i	35µM*	?	-9
21	COCC(=O)N1CCCC(c2cc(N3CCCC3)nc(C)n2)C1 (configuration not stated)	-23%	-9%	7%	0%	4%	5%	3
22	Cc1nc(C)c(C(=O)N2CCc3c(c(-c4nncn4Cc4ccccc4)nn3C)C2)s1	-3%	-7%	1%	-6%	1%	3%	-3
23	CCc1noc([C@@H]2CC(F)(F)CN2C(=O)c2cc(C)no2)n1	-4%	4%	-6%	-7%	i	3%	-10
24	CN1C(=O)[C@@H]2C[C@@H](O)CN2C2(CN(Cc3ccoc3)C2)C1=O	21%[87.6 µM]	?	-10%[172 µM]	?	-15%[172 µM]	9%[87.6 µM]	8

# Some entries already given, limited to HEK cytotox, GPT2 inhibitor and SNCA expr inh.
No.	compound	HEK cytotox	GPT2 inhibitor	SNCA expr inh
23	CCc1noc([C@@H]2CC(F)(F)CN2C(=O)c2cc(C)no2)n1	i	-7%	-4%
24	CN1C(=O)[C@@H]2C[C@@H](O)CN2C2(CN(Cc3ccoc3)C2)C1=O	-15%[172 µM]	?	21%[87.6 µM]

# Other records
no.	Molecule	SNCA expr inh	NIH3T3 tox	Luciferase inh	GPT2 inhibitor	HEK cytotox	SNCA viab count	IP6K1 inhibitor
25	COCCOc1ccc2c(n1)CCN(C(=O)C1(c3ccccc3)CC1)C2	8%	?	-11%	i	?	1%[12.5 µM]	-11
26	Cc1cc(F)ccc1NC(=O)C1CCC(CNS(=O)(=O)c2ccc3c(c2)CCCC(=O)N3)CC1 (configuration not stated)	-11%	.	.	.	.	-11%	-8
27	Cc1ccc(C)c(CN2C(=O)c3ccccc3S(=O)c3ccc(C(=O)N4CCN(c5ccccc5F)CC4)cc32)c1 (configuration not stated)	30%	.	.	.	.	-7%	26
28	O=C(Nc1ccc(F)c(Cl)c1)C1CCN(c2ncccn2)CC1	-2%	.	.	.	.	5%	-9
29	O=C(CCc1nnn2c1CN(S(=O)(=O)c1ccc(F)cc1)CC2)NC1CC1	13%	-16%	6%	4%	-2%	3%	16
30	Cc1nn(Cc2ccccc2)c(C)c1[C@@H]1C=C[C@@H](NS(=O)(=O)c2ccccc2)C1	?	?	1%[172 µM]	i	?	-3%[87.6 µM]	6
31	COc1ccc(-c2cc(C(=O)NCCc3ccc(OC)c(OC)c3)c3c(-c4ccc(F)cc4)[nH]nc3n2)cc1	17%	.	.	.	.	?	1
32	O=C1Nc2ccccc2CC12CCN(Cc1ccccc1)CC2	11%[87.6 µM]	-11%[138 µM]	-1%[172 µM]	i	-1%[172 µM]	14%[87.6 µM]	-7
33	Nc1n[nH]c(CNC(=O)c2cn(CCC3CCCCN3)nn2)n1 (configuration not stated)	0%	i	7%	i	-3%	-1%	-13
34	Cc1ccc(CN2C(=O)NC3(CCN(C(=O)c4ccc(C(C)(C)C)cc4)C3)C2=O)cc1 (configuration not stated)	1%	?	-10%	3%	?	3%	-13
35	Cc1cc(C)n(CCC(=O)NCC23CCCC=C2NC(=O)CC3)n1 (configuration not stated)	?	-19%	.	i	-18%	9%	-12
36	Cn1ccc2c(C(=O)NCc3cccnc3)nc(Nc3ccccc3)cc21	?	?	-27%[172 µM]	i	63µM*	-9%[87.6 µM]	-13

# Full records from above:
# Cc1ccc(CN2C(=O)NC3(CCN(C(=O)c4ccc(C(C)(C)C)cc4)C3)C2=O)cc1 (configuration not stated) in the list: SNCA expr inh: 1%; NIH3T3 tox: ?; Luciferase inh: -10%; GPT2 inhibitor: 3%; HEK cytotox: ?; SNCA viab count: 3%; IP6K1 inhibitor: -13
# COc1nccnc1NC1CCN(C(=O)c2ccccc2C)CC1 in the list: SNCA expr inh: -17%; NIH3T3 tox: 3%; Luciferase inh: 6%; GPT2 inhibitor: -11%; HEK cytotox: 11%; SNCA viab count: -6%; IP6K1 inhibitor: -4
# c1ccc(CCCNc2ncncc2-c2nc(-c3ccccc3)no2)cc1 in the list: SNCA expr inh: -17%; NIH3T3 tox: -10%; Luciferase inh: -2%; GPT2 inhibitor: i; HEK cytotox: i; SNCA viab count: 11%; IP6K1 inhibitor: -11

# Following part.
no.	Molecule	SNCA expr inh	NIH3T3 tox	Luciferase inh	GPT2 inhibitor	HEK cytotox	SNCA viab count	IP6K1 inhibitor
37	COc1cccc(-c2cc3c(=O)n(CCNC(=O)COc4ccc(F)cc4)ccn3n2)c1	16%	-3%	-20%	i	-4%	7%	-11
38	NC(=O)CSc1ncc2c(n1)-c1ccccc1N(Cc1ccc(F)cc1)S2(=O)=O	49%[activator]	.	.	.	.	1%	37
39	COc1cccc(CN2CCC3(CC2)COc2ccccc2CN3)c1	-1%	-16%	0%	i	-29%	8%	22
40	O=S(=O)(N1CCOCC1)N1CCCC(c2ccccc2)(c2ccccc2)C1	-3%	-19%	2%	3%	?	-1%	17
41	O=C(C[C@@H]1O[C@H](CNCc2cccc(Cl)c2)[C@@H](O)[C@H]1O)N1CCN(c2ccc(F)cc2)CC1	-23%	-27%	1%	1%	-23%	7%	-12
42	CCOC(=O)c1cc(-c2ccccc2)n(CC(=O)NCc2ccccc2)c1C	32%[activator]	.	.	.	.	?	44
43	Cn1c(=O)n(C/C=C/c2ccccc2)c(=O)c2c1nc1n2CCN1c1ccc(F)cc1	22%	.	.	.	.	2%	20
44	COc1cccc(C(=O)NCC(c2ccc(N(C)C)cc2)N2CCc3ccccc32)c1OC (configuration not stated)	35%	.	.	.	.	-6%	-12
45	CCc1cccc(C)c1NC(=O)Cn1ccn(-c2cccc(OC)c2)c(=O)c1=O	-13%	.	.	.	.	5%	-2
46	CCCN1CCN(CCNC(=O)Nc2ccc(OC)cc2OC)CC1	-4%	.	.	.	.	18%	2
47	CC(C)CCN1CCNC(=O)C1CC(=O)N(Cc1nccs1)C1CC1 (configuration not stated)	-7%	-9%	12%	i	-18%	1%	21
48	CCCNC(=O)N1CCC(N2C(=O)[C@H](OC)[C@@H]2c2ccncc2)CC1	-4%	-7%	-12%	i	-1%	9%	-1

# A draw from above in order of molecular weight, falling:
no.	Molecule	SNCA expr inh	NIH3T3 tox	Luciferase inh	GPT2 inhibitor	HEK cytotox	SNCA viab count	IP6K1 inhibitor
37	COc1cccc(-c2cc3c(=O)n(CCNC(=O)COc4ccc(F)cc4)ccn3n2)c1	16%	-3%	-20%	i	-4%	7%	-11
47	CC(C)CCN1CCNC(=O)C1CC(=O)N(Cc1nccs1)C1CC1 (configuration not stated)	-7%	-9%	12%	i	-18%	1%	21
46	CCCN1CCN(CCNC(=O)Nc2ccc(OC)cc2OC)CC1	-4%	.	.	.	.	18%	2

# Carrying on.
no.	Molecule	SNCA expr inh	NIH3T3 tox	Luciferase inh	GPT2 inhibitor	HEK cytotox	SNCA viab count	IP6K1 inhibitor
49	COC(=O)c1ccc(NC(=O)CSc2n[nH]c(-c3ccccc3)n2)cc1	-6%	.	.	.	.	-19%	0
50	CN1C[C@H]2CN(Cc3ccc(C(=O)O)cc3)CCN2C1=O	-23%[87.6 µM]	-15%[230 µM]	-11%[230 µM]	-4%[88.5 µM]	-5%[230 µM]	1%[87.6 µM]	5
51	CC(C)c1noc(-c2ccc(N(C)CC(O)c3ccccc3)nc2)n1 (configuration not stated)	98%[activator]	-34%	-31%	-16%	?	?	11
52	O=C(Cc1ccsc1)Nc1cccc(-c2nnc3n2CCCC3)c1	-26%	i	0%	i	-1%	12%	10
53	O=C(Cc1c[nH]c2ncc(-c3cccnc3)cc12)NC1CCC1	-15%[87.6 µM]	28µM*	11%[172 µM]	-10%[88.5 µM]	?	-4%[87.6 µM]	3
54	CC(=O)N1CC2(Cc3ccccc31)CN([S+](=O)([O-])c1ccc(C)cc1)C2	25%	?	-4%	-9%	?	2%	-4

# Bioassay records (PubChem)
